PLCg1 inh: blocks human PLC-gamma1 enzyme activity. actives 0.84% (n = 370,000). purified PLC-gamma1, fluorogenic substrate, fluorescence. inhibition, % at 12.2 µM. AID 720700. P19174; in the data active means inhibition above about 9.5%
ADAM17 inh: ADAM17 inhibition, QFRET primary screen | P78536 | recombinant ADAM17, EDANS/DABCYL FRET peptide cleavage | inhibition, % at 6.95 µM | actives 0.83% (n = 370,000) | AID 720648;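 active means inhibition above the mean of compounds lying between control limits plus 3 SD, set per campaign, cut at about 8.5% in these data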;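 further: 0% = DMSO-only wells as the low control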
PLCb3 inh: blocks human PLC-beta3 enzyme activity. Q01970. AID 720704. actives 0.18% (n = 370,000). inhibition, % at 12.2 µM. Purified PLC-beta3, fluorogenic substrate, fluorescence; in the data active means inhibition above about 11%;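 further: 0% = median of compound wells on plate and 100% = full blocker control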
UHRF1 MBD2 ctr: blocks human UHRF1 binding to methylated DNA. actives 0.75% (n = 370,000). UHRF1 binding to methylated oligo, TR-FRET. Q96T88. inhibition, % at 4.4 µM. AID 687016; in the data active means inhibition above about 21%;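 further: UHRF1 SRA domain binding a hemimethylated CpG hairpin DNA probe; 0% = median of test compound wells and 100% = reference inhibitor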
Tn7 DDE FP: inhibitors of Tn7 peptide binding to human fibrin DD(E) | P02675 | FP displacement of FITC-Tn7 peptide from fibrin DD(E); 0% = median of compound wells per plate | inhibition, % at 8.3 µM | actives 0.13% (n = 370,000) | AID 720508;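 active means inhibition above the mean of compounds falling within the control limits plus 3 SD of them, cut at about 14% in these data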;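 further: 0% = plate median of compound wells and 100% = 10 µM Aha-Tn7 peptide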
Target sequence (P02675 whole entry, looked up): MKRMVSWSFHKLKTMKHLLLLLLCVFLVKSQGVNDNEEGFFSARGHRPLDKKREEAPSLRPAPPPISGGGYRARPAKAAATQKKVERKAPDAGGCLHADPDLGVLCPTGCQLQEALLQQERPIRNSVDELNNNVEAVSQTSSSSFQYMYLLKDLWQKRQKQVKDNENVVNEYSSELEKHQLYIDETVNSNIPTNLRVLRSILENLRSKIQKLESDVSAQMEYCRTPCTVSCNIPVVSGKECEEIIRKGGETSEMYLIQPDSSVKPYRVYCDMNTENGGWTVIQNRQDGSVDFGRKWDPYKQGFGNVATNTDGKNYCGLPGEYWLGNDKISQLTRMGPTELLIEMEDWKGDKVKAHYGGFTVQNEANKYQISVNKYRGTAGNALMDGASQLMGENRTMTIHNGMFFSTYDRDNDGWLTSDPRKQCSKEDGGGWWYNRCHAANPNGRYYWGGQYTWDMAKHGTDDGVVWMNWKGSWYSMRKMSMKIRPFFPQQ
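Also added: labelled Tn7 tracer, 0.1 µM; Assay system: human fibrin DD(E) protein; Amount: 2 µM fibrin DD(E); Schedule: 10 min compound pre-incubation, 3 h probe incubation at room temperature; Repeats: one replicate per compound; Read-out basis: percent inhibition; Measured by: fluorescence polarization of the labelled Tn7 tracer.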
KLK7 zymogen act: activators of human kallikrein-7 zymogen | P49862 | purified proKLK7, EDANS-DABCYL substrate fluorescence; 100% is mature enzyme control, 0% vehicle | activation, % at 7 µM | actives 0.9% (n = 370,000);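 active means activation above the mean of all tested compounds plus 3 SD, computed per campaign excluding outliers beyond control limits, cut at about 13% in these data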
Target sequence (P49862 whole entry, looked up): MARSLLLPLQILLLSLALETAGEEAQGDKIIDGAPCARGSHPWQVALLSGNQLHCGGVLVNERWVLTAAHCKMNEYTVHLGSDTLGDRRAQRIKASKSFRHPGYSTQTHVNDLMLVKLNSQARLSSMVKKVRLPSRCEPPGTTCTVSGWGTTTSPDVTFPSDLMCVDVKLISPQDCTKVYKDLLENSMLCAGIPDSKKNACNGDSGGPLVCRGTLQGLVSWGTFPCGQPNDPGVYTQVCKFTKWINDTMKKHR
Tn6 DDE FP: DD(E)-Tn6 binding inhibition, primary FP screen; P02675; Fibrin DD(E) TRITC-Tn6 fluorescence polarization displacement; inhibition, % at 8.3 µM; actives 0.21% (n = 370,000);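 active means inhibition above a per-campaign cutoff: mean of compounds within control limits plus 3 SD, cut at about 15% in these data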;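 further: 0% = median of all compound wells on the plate and 100% = blocking peptide control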
MBD2 inh: inhibitors of human MBD2 binding to methylated oligonucleotide. Q9UBB5. TR-FRET. actives 0.31% (n = 370,000). inhibition, % at 4.4 µM; in the data active means inhibition above about 13%
ARFGAP1 inhibitor: rat ARFGAP1 inhibition; actives 0.26% (n = 360,000); Arfgap1-stimulated ARF1 GTP hydrolysis, GDP FP detection; AID 651572; inhibition, % at 16.5 µM;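 active means inhibition above a per-plate limit, mean inhibition of low control wells plus 3 SD, cut at about 25% in these data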;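 further: 0% = DMSO wells with enzyme and 100% = wells lacking Arfgap1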
Target sequence (Q62848 1-136 limits assumed): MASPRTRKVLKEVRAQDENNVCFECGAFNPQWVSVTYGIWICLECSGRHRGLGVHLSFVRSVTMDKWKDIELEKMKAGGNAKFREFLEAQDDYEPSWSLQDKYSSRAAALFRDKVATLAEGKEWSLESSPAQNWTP
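Material: truncated rat Arfgap1 GAP domain; Incubation: compound-enzyme preincubation 20 min, reaction 120 min, detection 60 min, 25 °C; Read-out: percent inhibition of Arfgap1-stimulated GTP hydrolysis; Technique: FP, GDP Alexa 633 tracer displaced from anti-GDP antibody, 620/688 nm; Controls: No-Arfgap1 wells (100%) versus DMSO full-reaction wells (0%); Replication: single well per compound.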
ASAP1 inh: blocks human ASAP1-stimulated Arf1 GTP hydrolysis; GDP FP detection; inhibition, % at 16.5 µM; actives 0.19% (n = 360,000); AID 624377; in the data active means inhibition above about 25%;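 further: 0% = vehicle with enzyme and substrate and 100% = no enzyme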
An asterisk follows results filed as active; . = no result given. Compounds were not picked by outcome, and some 4.1% of all compounds hit somewhere here.

Screens in order: KLK7 zymogen act	PLCb3 inh	ARFGAP1 inhibitor	ASAP1 inh	UHRF1 MBD2 ctr	PLCg1 inh	MBD2 inh	Tn7 DDE FP	Tn6 DDE FP	ADAM17 inh
> CN(c1ccccc1C(N)=O)S(=O)(=O)c1ccccc1
    0.1	5	0	15	1	3	-3	7	6	-1
> CCc1sc(C(=O)Nc2cc(Cl)ccc2N2CCCCC2)cc1C
    0.0	3	4	6	-2	1	-5	-1	-4	1
> CCOc1cc(S(=O)(=O)n2nc(C)cc2C)ccc1F
    -0.3	3	2	7	0	4	-2	0	5	2
> CCC(=O)c1ccc(OCCn2cncn2)cc1
    -0.2	0	5	5	-3	-2	1	5	-4	-1
> CCOc1ccc(N/N=C(/C#N)C(N)=O)cc1
    0.1	3	4	-11	-3	0	-9	8	-6	-5
> COc1cc(OC)c(C(=O)O/N=C(\N)c2ccc(C)cc2)cc1OC
    -2.6	-30	-3	-2	3	-17	3	-2	-11	-17
> CCCCC(NC(=O)c1ccc(C#N)cc1)C(=O)NCCC (configuration not stated)
    -0.4	5	-14	-7	-1	1	-4	3	3	-1
> O=C(C1CC(=O)N(c2ccccc2)C1)N1CCN(c2ccccc2F)CC1 (configuration not stated)
    -0.8	-6	3	10	-1	1	-2	4	4	0
> CCC[C@H]1[C@@H](OC(=O)NCc2ccc(Cl)cc2)CC[C@@]23CCCN2C(=O)CCC[C@@H]13
    .	2	.	.	0	1	4	-5	1	-3
> COc1cccc(NC(=O)CN2C(=O)NC(Cc3c[nH]c4ccccc34)C2=O)c1 (configuration not stated)
    0.5	2	1	-1	2	3	5	5	-3	-1
> CCC(=O)NC(=S)NNC(=O)c1ccccc1[N+](=O)[O-]
    0.3	-5	-8	-1	-2	-2	-1	1	4	-2
> Oc1ccc(N2CCN(C(=S)NCc3ccccc3)CC2)cc1
    0.9	-4	-10	14	40*	-3	1	8	1	-5
> N/C(=N\OC(=O)CCC1CCCC1)c1ccc([N+](=O)[O-])cc1
    0.4	4	5	-4	-2	0	-3	3	1	-4
> CN(CC(=O)Nc1c(Cl)cccc1Cl)C(=O)c1ccncc1
    -0.2	-7	-6	9	1	-1	-3	-2	2	-4
> Cc1ccc(CN2CCC[C@]3(N[C@H](c4ccc(C)cc4)[C@@H]4C(=O)N(Cc5ccccc5)C(=O)[C@@H]43)C2=O)cc1
    0.5	8	-6	-20	22*	9.9*	0	0	-4	8
> C[C@@H]1CN([C@@H](C)CO)S(=O)(=O)c2ccc(Br)cc2O[C@@H]1CN(C)C(=O)c1ccncc1
    0.7	3	9	-5	-3	0	0	4	1	-3
> O=C(Nc1ccc(NC(=O)c2cccc([N+](=O)[O-])c2)cc1)c1cccc([N+](=O)[O-])c1
    -0.8	2	5	-7	-2	1	-6	9	-1	0
> CCc1ccc(OCCNC(=O)c2cc(SC)ccc2Cl)cc1
    0.1	-4	-5	1	0	-1	0	-3	2	0
> Cc1ccc(S(=O)(=O)N2CCCCC2)cc1NC(=O)C1CCN(C(=O)OC(C)(C)C)CC1
    0.6	4	2	-12	-1	5	-5	-2	1	1
> CC1(C)CC(C(CC(=O)O)c2ccccc2)CCO1 (configuration not stated)
    -0.4	3	4	-2	-3	4	4	0	0	-2

The list goes on:
Screens in order: KLK7 zymogen act	PLCb3 inh	ARFGAP1 inhibitor	ASAP1 inh	UHRF1 MBD2 ctr	PLCg1 inh	MBD2 inh	Tn7 DDE FP	Tn6 DDE FP	ADAM17 inh
> COC(=O)C(CSCc1ccccc1)NC(=O)CCNC(=O)OCc1ccccc1 (configuration not stated)
    -0.4	-1	-4	-8	-2	-2	-3	8	1	1
> CC(C)C[C@H]1COc2cccc(F)c2S(=O)(=O)N1Cc1cn(CC2CCCCC2)nn1
    0.8	-4	.	.	1	3	5	6	-2	-2
> CCOC(=O)N1CCN(c2ncnc3nc[nH]c23)CC1
    0.5	0	7	-4	4	3	1	-3	-7	-4
> CCOC(=O)C1CCCN(Cc2c(F)cccc2Cl)C1 (configuration not stated)
    0.5	7	12	-3	-1	0	-3	-6	3	-4
> C/C(=C\C(=O)OCC(=O)NCc1ccccc1)C(=O)OCC(=O)NCc1ccccc1
    -0.5	1	1	8	-2	1	1	0	2	-1
> O=C(c1cccs1)N1CCN(c2ncc(Br)cn2)CC1
    1.3	-11	4	-5	3	0	-2	2	-1	-6
> Cc1cc(Br)ccc1NC(=O)CN(C)C(=O)c1cc(S(=O)(=O)N(C)C)ccc1N1CCCC1
    0.1	-1	-1	7	3	-1	-2	4	1	-3
> COc1ccc(NC(=O)Cn2nnc(C(=O)NCc3cccs3)c2N)c(OC)c1
    0.0	-3	4	-5	2	2	3	3	0	-5
> O=[N+]([O-])c1ccc(N2N=C(c3ccco3)CC2c2ccccc2)cc1 (configuration not stated)
    0.1	-128	0	6	-2	-85	-1	0	2	6
> O=C1NC(=O)/C(=C/c2ccccc2OCc2ccccc2)S1
    -0.3	-14	0	-10	-2	-2	-5	-2	-1	-2
> CCOc1ccccc1NC(=O)NCCC1=CCCCC1
    -0.3	2	-2	-2	0	-1	1	-4	1	0
> Cc1cnc(NS(=O)(=O)c2ccc(N)cc2)nc1-c1ccccc1O
    0.2	0	-9	-8	4	3	4	5	3	-4
> CC(OC(=O)c1ccc(-n2cnnn2)cc1)C(=O)NCc1ccccc1 (configuration not stated)
    -2.0	-7	9	24	-1	4	5	4	-3	0
> O=C(COc1cccc(NC(=O)c2cccc([N+](=O)[O-])c2)c1)c1ccc(F)cc1
    -0.8	5	3	7	3	5	5	0	3	2
> CCOC(=O)N1CCN(C(=O)c2ccc(OC(C)=O)cc2)CC1
    0.4	2	-6	-1	-1	0	0	-4	1	-1
> N/C(=N\OC(=O)c1ccc(Cl)cc1)c1[nH]ncc1Br
    0.3	-9	1	2	4	-2	2	2	-4	-3
> N#C/C(=C/c1ccc(F)cc1)c1nnc(NC(=O)c2ccccc2)s1
    -0.3	-20	-1	10	0	-13	-2	4	2	-5
> CN1C(=O)C[C@@](C#N)(C(=O)NCC(F)(F)F)[C@H]1c1ccccc1
    -0.2	1	.	.	0	-2	-4	1	6	1
> O=C(NNS(=O)(=O)c1ccc(F)cc1)c1ccc([N+](=O)[O-])cc1Cl
    0.1	-6	6	-6	0	-1	-4	1	-12	-9
> O=C(O)COc1ccccc1/C=N/NC(=O)c1cc(-c2ccc(Cl)cc2)nc2ccccc12
    0.2	-48	-10	-3	-4	-26	3	-10	-13	0

Some of the entries above, set out differently.
CCOC(=O)N1CCN(c2ncnc3nc[nH]c23)CC1
  KLK7 zymogen act: 0.5
  PLCb3 inh: 0
  ARFGAP1 inhibitor: 7
  ASAP1 inh: -4
  UHRF1 MBD2 ctr: 4
  PLCg1 inh: 3
  MBD2 inh: 1
  Tn7 DDE FP: -3
  Tn6 DDE FP: -7
  ADAM17 inh: -4
CCOC(=O)C1CCCN(Cc2c(F)cccc2Cl)C1 (configuration not stated)
  KLK7 zymogen act: 0.5
  PLCb3 inh: 7
  ARFGAP1 inhibitor: 12
  ASAP1 inh: -3
  UHRF1 MBD2 ctr: -1
  PLCg1 inh: 0
  MBD2 inh: -3
  Tn7 DDE FP: -6
  Tn6 DDE FP: 3
  ADAM17 inh: -4
C/C(=C\C(=O)OCC(=O)NCc1ccccc1)C(=O)OCC(=O)NCc1ccccc1
  KLK7 zymogen act: -0.5
  PLCb3 inh: 1
  ARFGAP1 inhibitor: 1
  ASAP1 inh: 8
  UHRF1 MBD2 ctr: -2
  PLCg1 inh: 1
  MBD2 inh: 1
  Tn7 DDE FP: 0
  Tn6 DDE FP: 2
  ADAM17 inh: -1
O=C(c1cccs1)N1CCN(c2ncc(Br)cn2)CC1
  KLK7 zymogen act: 1.3
  PLCb3 inh: -11
  ARFGAP1 inhibitor: 4
  ASAP1 inh: -5
  UHRF1 MBD2 ctr: 3
  PLCg1 inh: 0
  MBD2 inh: -2
  Tn7 DDE FP: 2
  Tn6 DDE FP: -1
  ADAM17 inh: -6

The list goes on:
Screens in order: KLK7 zymogen act	PLCb3 inh	ARFGAP1 inhibitor	ASAP1 inh	UHRF1 MBD2 ctr	PLCg1 inh	MBD2 inh	Tn7 DDE FP	Tn6 DDE FP	ADAM17 inh
> CC(=O)N1CCC2(CC1)CC(=O)c1cc(Cl)ccc1O2
    1.9	-64	12	6	-2	-39	0	-3	-7	-63
> O=C(O)C1CC=CCC1C(=O)Nc1cccnc1 (configuration not stated)
    -0.2	3	-7	-5	1	-1	-3	-6	10	-2
> CN(CCCn1ccc(NC(=O)OCc2ccccc2)nc1=O)Cc1ccco1
    -0.1	4	3	-2	-1	8	-4	2	-3	3
> COc1ccc(-c2cc(C(F)(F)F)n3nc(C(=O)Nc4cc(C)on4)cc3n2)cc1OC
    -141	-53	0	0	-1	-26	1	-3	3	-4
> Cn1c(C(=O)NCc2cccnc2)cc2sccc21
    0.1	1	0	0	3	0	3	-2	3	-8
> Cc1ccc(S(=O)(=O)N(C)CC(=O)OCC(=O)NCCc2ccc(S(N)(=O)=O)cc2)cc1
    0.4	-2	9	-16	6	0	2	-2	-1	-3
> Cc1ccc(CS(=O)(=O)c2nsc(C)c2C#N)cc1
    -0.2	6	1	6	8	0	10	1	0	-6
> CCOC(=O)C1CCCN(C(=O)c2cn(-c3ccccc3)nc2-c2cccnc2)C1 (configuration not stated)
    -0.1	-12	1	-11	2	-1	3	1	4	-3
> COc1cccc(CNC(=O)CCC2CCCN(C(=O)c3csc(C(C)C)n3)C2)c1 (configuration not stated)
    0.3	9	9	6	5	5	-1	0	0	1
> Cc1ccc(CNS(=O)(=O)c2ccc([N+](=O)[O-])cc2)cc1
    -0.3	-3	-6	4	1	12*	0	1	1	8
> Cc1ccc(/C=N/NC(=O)Cc2ccc(Cl)cc2)s1
    -0.8	-9	16	4	-3	1	3	4	-4	-1
> CCc1n[nH]c(=S)n1/N=C/c1c(C)nn(-c2ccccc2)c1Cl
    0.3	-6	-9	2	-1	1	0	2	0	-2
> COC(=O)c1cc(CNC(=O)CCCSc2ccccc2)ccc1OC
    -0.4	-3	1	-7	-1	-1	1	-4	3	0
> COc1ccc(Cl)cc1C(=O)NNC(=O)CNC(=O)c1ccc(C)s1
    0.0	0	-3	11	-1	-1	-1	3	5	1
> Cc1cccc(NC(=S)NC(=O)c2ccco2)n1
    -0.2	0	-6	-7	-4	2	-1	5	1	2

Records listed so far that bear a hit mark in PLCg1 inh:
Screens in order: KLK7 zymogen act	PLCb3 inh	ARFGAP1 inhibitor	ASAP1 inh	UHRF1 MBD2 ctr	PLCg1 inh	MBD2 inh	Tn7 DDE FP	Tn6 DDE FP	ADAM17 inh
> Cc1ccc(CN2CCC[C@]3(N[C@H](c4ccc(C)cc4)[C@@H]4C(=O)N(Cc5ccccc5)C(=O)[C@@H]43)C2=O)cc1
    0.5	8	-6	-20	22*	9.9*	0	0	-4	8
> Cc1ccc(CNS(=O)(=O)c2ccc([N+](=O)[O-])cc2)cc1
    -0.3	-3	-6	4	1	12*	0	1	1	8

Compound activity deposited in PubChem BioAssay by The Scripps Research Institute Molecular Screening Center.
